Screening results from PubChem.
PKA-R2B activ: activators of PKA-R2B holoenzyme, primary screen, biochemical, fluorescence polarization, Cy5-IP20, human | cAMP-dependent protein kinase catalytic subunit beta (Homo sapiens) + cAMP-dependent … | PKA-R2B holoenzyme dissociation; R2B truncated from residue 108, S112A mutant; 0% DMSO only, 100% 113 µM cGMP | activation, % at 11.4 µM | actives 0.079% (n = 340,000) | AID 504700, 2011;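 active = activation above a cutoff set at the mean over all compounds plus 3 SD, cut at about 18% in these data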;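 note: higher means more holoenzyme dissociation and a rise in polarization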
PKA-R1A act: activators of PKA-R1A holoenzyme, primary screen, biochemical, fluorescence polarization, Cy5-IP20, bovine R1A, mouse PKAc | activation, % at 11.4 µM | AID 504707, 2011 | cAMP-dependent protein kinase type I-alpha regulatory subunit (Bos taurus) + … | PKA-R1A dissociation; scaled: DMSO 0%, 113 µM cGMP 100% | actives 0.083% (n = 340,000);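 active = percent activation above the mean of all tested compounds plus 3 SD, cut at about 19% in these data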;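 note: higher means more PKAc released from R1A so a rise in polarization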
Ecoli viability: E. coli V3065 growth inhibition, primary screen, counter-screen for AddAB inhibitor project, absorbance, OD600; 18 h; inhibition, % at 11.9 µM; actives 0.27% (n = 330,000); AID 449728, 2010;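 active = inhibition above the campaign's mean inhibition across all tested compounds plus 3 SD, cut at about 9.9% in these data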;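 note: uninfected addAB+ strain grown without phage in ampicillin broth; 0% = DMSO wells and 100% = ciprofloxacin 0.95 µg/ml wells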
AddAB inh: growth inhibition of E. coli expressing H. pylori AddAB, primary screen, AddAB inhibitor project, absorbance; inhibition, % at 11.9 µM; actives 0.29% (n = 330,000); in the data active = inhibition above about 12%;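 note: 0% = vehicle wells of infected cells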
Mot1-301 SUMO: yeast Mot1-301 growth rescue at high temperature, primary screen, SUMOylation pathway inhibitor project, S. cerevisiae, ATP luminescence, 38.5C | growth rescue, % at 18.8 µM | S. cerevisiae Mot1-301 growth rescue; percent above DMSO median, 100 means doubled | actives 1% (n = 320,000);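 active = every valid replicate shows activation above 250% relative to neutral control wells; inactive = the rest, any valid replicate at or below 250%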;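 note: OY570 slx delta 5 strain wells were the positive control but not used for scaling; some compounds called inactive have numbers as strong as hits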
DAGLB inhibitor: DAGLB lipase inhibitors, primary screen, biochemical, fluorescence, HTS | HEK293T DAGLB membrane lysate, EnzChek fluorogenic substrate | actives 0.059% (n = 340,000) | AID 504411, 2011 | inhibition, % at 5.17 µM; in the data active = inhibition above about 34%;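 note: 0% = enzyme with vehicle and 100% = wells lacking enzyme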
Target sequence (Q8NCG7 whole entry, looked up): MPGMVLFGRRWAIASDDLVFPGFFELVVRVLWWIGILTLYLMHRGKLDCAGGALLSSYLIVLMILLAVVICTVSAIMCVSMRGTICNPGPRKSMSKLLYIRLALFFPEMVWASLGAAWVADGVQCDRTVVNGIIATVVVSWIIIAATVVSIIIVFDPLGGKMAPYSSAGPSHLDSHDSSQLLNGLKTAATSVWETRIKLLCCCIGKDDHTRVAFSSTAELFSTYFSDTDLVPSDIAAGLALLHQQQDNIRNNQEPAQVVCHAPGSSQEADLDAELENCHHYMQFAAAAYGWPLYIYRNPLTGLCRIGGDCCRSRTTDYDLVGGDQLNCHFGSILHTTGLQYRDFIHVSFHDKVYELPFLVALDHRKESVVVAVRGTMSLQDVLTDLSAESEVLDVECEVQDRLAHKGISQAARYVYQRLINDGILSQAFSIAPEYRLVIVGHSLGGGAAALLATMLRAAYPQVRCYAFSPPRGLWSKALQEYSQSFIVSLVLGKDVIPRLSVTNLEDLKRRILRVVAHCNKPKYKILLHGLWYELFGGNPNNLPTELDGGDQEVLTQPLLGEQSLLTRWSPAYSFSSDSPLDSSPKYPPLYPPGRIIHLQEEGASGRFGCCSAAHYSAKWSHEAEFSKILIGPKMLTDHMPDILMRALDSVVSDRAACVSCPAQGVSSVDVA
CDK5 inh: inhibitors of human CDK5/p35 kinase, primary screen, biochemical, single concentration | Cyclin-dependent kinase 5 (Homo sapiens) + Cyclin-dependent kinase 5 activator 1 (Homo … | Recombinant CDK5/p35, ADP-Glo luminescence, 60 min | inhibition, % at 10 µM | actives 0.01% (n = 330,000) | AID 488839, 2010;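 active = highest replicate inhibition of at least 50% and at least 75% of replicates reaching 50%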;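 note: plate controls were DMSO neutral control for no effect and GW8510 at 10 µM for full effect; many of its hits are not listed in these tables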
HTR5A inv ctr: HTR5A inverse agonists in luminescence cell assay, primary screen, counter-screen for OPRM1-OPRD1 heterodimer inverse agonist project, full-deck HTS; AID 504634, 2011; HTR5A cell line, inverse agonism; inhibition, % at 9.3 µM; 5-hydroxytryptamine receptor 5A (Homo sapiens), P47898; actives 0.083% (n = 340,000); in the data active = inhibition mostly above about 23%, no sharp cut-off; inactive = mostly below about 18%;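 note: 0% = cells with DMSO and 100% = no-cell wells with DMSO; some compounds called inactive have numbers as strong as hits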
Target sequence (P47898 whole entry, looked up): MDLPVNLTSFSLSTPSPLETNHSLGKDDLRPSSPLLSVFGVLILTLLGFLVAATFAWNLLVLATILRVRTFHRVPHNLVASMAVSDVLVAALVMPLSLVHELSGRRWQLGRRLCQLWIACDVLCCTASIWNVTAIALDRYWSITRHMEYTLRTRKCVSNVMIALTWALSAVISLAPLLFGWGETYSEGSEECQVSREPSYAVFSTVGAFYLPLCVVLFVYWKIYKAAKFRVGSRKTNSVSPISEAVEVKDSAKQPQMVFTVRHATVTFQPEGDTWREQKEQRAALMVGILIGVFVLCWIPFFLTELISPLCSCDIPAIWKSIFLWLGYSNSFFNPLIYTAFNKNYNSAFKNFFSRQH
phage Ecoli inh: growth loss of phage-infected E. coli, primary screen, RecBCD inhibitor project, absorbance, with phage, HTS. inhibition, % at 11.9 µM. actives 0.26% (n = 360,000). AID 651602, 2012; in the data active = inhibition above about 11%
Tat export inh: E. coli Tat export inhibitors, primary screen, MC4100, TorA-mCherry reporter, fluorescence, single point | actives 0.036% (n = 340,000) | inhibition, % at 10 µM | AID 488895, 2010;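 active = mean replicate inhibition at least 50% and at least half of replicates individually reaching 50%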;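 note: exported cargo escapes ClpAP degradation while cytoplasmic cargo is degraded and loses fluorescence; 0% = median of neutral control wells and 100% = median of NaSCN control wells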
HTR5A ag: HTR5A agonists in luminescence cell assay, primary screen, counter-screen for OPRM1-OPRD1 heterodimer agonist project, full-deck HTS; cell-based; activation, % at 9.3 µM; actives 0.61% (n = 340,000); in the data active = activation mostly above about 9.5%, no sharp cut-off; inactive = mostly below about 7.6%;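 note: 0% = cells with vehicle only and 100% = reference agonist; strong numbers were not always called active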
Active calls of the source: *; . = not tested or not shown. No enrichment for hits; about 2.3% have a hit in one of these screens.

Sequence of screens: DAGLB inhibitor	CDK5 inh	HTR5A ag	PKA-R1A act	Mot1-301 SUMO	PKA-R2B activ	Tat export inh	Ecoli viability	AddAB inh	phage Ecoli inh	HTR5A inv ctr
O=C(NCc1nnc(SCc2ccc(C(F)(F)F)cc2)n1-c1ccccc1)C12CC3CC(CC(C3)C1)C2
→ -1	0.5	3	-8	-20	-9	24	-1.0	3.0	3.4	-10
CCCN(Cc1ccccc1)C(=S)Nc1ccc(F)cc1
→ -3	0.1	-5	-1	-10	-1	1	2.4	1.5	3.7	14
COC(=O)[C@H](Cc1ccccc1)NC(=O)NCc1ccccc1
→ 1	0.7	1	3	-5	-1	-11	-0.5	3.5	1.8	16
CN(CC(=O)Nc1ccccc1C(F)(F)F)C(=O)CSc1nnc(-c2ccncc2)n1C
→ -1	-0.6	-4	0	-15	-8	-6	0.2	2.0	0.7	-6
COc1nc(OC)nc(N2CCCCCC2)n1
→ 2	-1.9	-7	-1	-5	-1	0	1.9	1.1	2.0	17
CN1C(=O)C(CC(=O)Nc2ccc(F)cc2)N(CCCc2ccccc2)C1=S (stereo not given)
→ -8	-2.4	2	-8	-1	0	8	0.2	-0.3	0.9	-6
O=C(NC1CCCCC1)NC1(C(=O)NCCCN2CCOCC2)CCCCC1
→ 3	-6.1	11*	-7	-9	-12	36	-0.1	-1.5	2.5	-4
Cn1c(SCC(=O)Nc2ccc(N3CCOCC3)cc2)nnc1C1CC1
→ 2	0.8	-6	-1	9	-7	4	0.7	1.8	-0.8	15
COc1ccc(OC)c(CNc2ccc3c(c2)nc(C)n3C)c1
→ 1	1.2	6	-3	-8	4	-10	1.5	-1.8	-2.0	-17
CCOc1ccc(NS(=O)(=O)c2ccc(C(=O)N3CCC3)cc2)cc1
→ -1	-1.3	4	-5	-12	-4	2	-0.3	2.2	-0.2	-9
COc1cc2oc(=O)c(Br)c(C)c2c(OC)c1OC
→ -4	0.8	0	-16	5	-10	-1	-0.7	0.9	2.9	0
COc1ccccc1N1CC(O)=C(c2nc3ccccc3s2)C1=N
→ 3	0.3	-4	-2	-3	-6	3	2.2	1.5	2.0	11
Oc1ccc(C2Nc3cccc4cccc(c34)N2)cc1
→ 5	0.0	-3	6	22	-3	-11	1.2	-1.1	1.8	11
CC(=O)c1cccc(S(=O)(=O)N2CCN(CCOc3ccccc3)CC2)c1
→ 0	-0.5	4	3	95	-5	4	-1.3	2.6	2.5	-9
COc1ccc(C(=O)N[C@H](C(=O)NCc2ccco2)C(C)C)cc1
→ -4	0.3	-4	3	9	-6	1	-2.7	-1.9	2.6	9
CC(C)C(NS(=O)(=O)c1cccs1)C(=O)NCc1ccccc1Cl (stereo not given)
→ 0	-1.0	-2	-7	-13	0	0	0.2	0.7	4.4	0
N#Cc1c(N)n(CCCN2CCOCC2)c2nc3ccccc3nc12
→ 0	1.4	-2	4	2	11	-5	-0.5	-0.2	2.1	14
Cc1cc(C)nc(SCc2ccc3nonc3c2)n1
→ -1	4.8	4	-6	7	-5	8	-4.4	-0.6	-0.3	10
CC(Nc1ccnc2cc(Cl)ccc12)c1ccc(S(N)(=O)=O)cc1 (stereo not given)
→ 1	-2.2	-8	6	-8	9	4	2.7	3.9	0.2	-7
Cc1ccc(NC(=O)CCC(=O)NNC(=O)COc2ccccc2)cc1C
→ -1	0.0	-3	13	5	-4	-2	1.2	4.0	3.6	9
Cc1ccc(S(=O)(=O)N2CCNC(=O)C2)c(C)c1
→ -1	-0.3	1	-8	.	-4	-4	.	.	0.7	-14
Cc1cc(NC2CCCCC2)n2c(n1)nc1ccccc12
→ 3	1.9	3	4	18	3	-8	-0.9	-0.2	3.7	-9
Cc1ccc(C)c(N2CCN(C(=O)c3ccc4nc(-c5ccco5)c(-c5ccco5)nc4c3)CC2)c1
→ 11	0.0	4	-4	-16	-2	3	-1.8	1.3	3.0	6
O=CN1CCN(c2c([N+](=O)[O-])c(=O)oc3ccccc23)CC1
→ -6	0.2	-1	7	60	8	7	-1.9	-0.3	2.5	2
Cc1cc(NC(=O)c2cccc(S(=O)(=O)Nc3cccc(C(=O)O)c3)c2)no1
→ 1	-3.9	2	-7	-3	-1	3	-3.9	1.6	-0.7	-6
O=[N+]([O-])c1cccc(/C=C/C=N/Nc2nc(N3CCCCC3)nc(N3CCCCC3)n2)c1
→ -4	1.1	-1	-3	.	-4	1	-0.5	0.5	4.3	2
COc1ccc(CNC(=O)COc2cc(O)c3c(c2)OC(C)(C)CC3=O)c(OC)c1
→ -5	0.3	1	-6	35	-3	6	-3.3	1.0	2.0	-56
CSCCC(NC(=O)c1ccc(C(C)(C)C)cc1)C(=O)OCC(=O)N1CCCC1=O (stereo not given)
→ -2	0.5	-3	-4	0	9	2	-2.1	0.9	2.0	8
O=C(NNC(=S)Nc1ccccc1Cl)c1ccccc1Cl
→ 2	0.3	-1	-1	-16	-7	1	1.2	-1.7	-1.2	13
COC(=O)c1ccc(CSc2ccc3nnc(-c4ccc(F)cc4)n3n2)o1
→ 2	-1.6	-4	3	-4	-2	-5	-0.7	-2.7	2.0	11
Cc1cccc(N(CC(=O)NC2CCCCC2)C(=O)Cn2nnc(-c3ccc(C)o3)n2)c1
→ -3	1.2	-1	-2	-7	-6	5	1.1	0.8	3.8	3
Cc1ccc(NC(=O)C(NC2CCCc3ccccc32)c2ccccc2)c([N+](=O)[O-])c1 (stereo not given)
→ -14	-2.0	-4	-3	121	-2	-17	2.4	9.2	-2.2	12
Cc1cc(C)c2c(N)c(C(=O)Nc3ccc(C)c(C)c3)sc2n1
→ -2	-0.9	3	8	24	-10	-1	-1.6	-1.0	-0.5	-5
C/C(=N\NC(=O)c1ccccc1O)c1ccc(Br)s1
→ 0	0.3	15*	-13	-7	0	-1	-3.4	-2.4	0.2	-54
CCc1cccc(CC)c1NC(=O)COC(=O)c1ccc(F)c(S(=O)(=O)N(CC)CC)c1
→ -9	-0.5	6	-5	13	1	1	-0.9	3.5	2.0	-22
CC(=O)c1cccc(NC(=O)NC2CCCCCCC2)c1
→ -4	-2.0	-6	10	-12	0	0	-0.7	1.9	2.4	15
O=S(=O)(c1ccc2nc(-c3ccco3)c(-c3ccco3)nc2c1)N1CCOCC1
→ 3	1.1	-2	1	-15	-12	-8	-1.4	-2.4	0.1	-14
CN(C(=O)CCNC(=O)Cn1cnc2ccccc2c1=O)c1ccccc1F
→ 0	0.0	-4	-6	9	-10	-5	-3.8	1.0	-0.2	9
O=C(CNC(=O)C(c1ccccc1)c1ccccc1)N/N=C/c1ccc(O)cc1O
→ -1	-0.6	2	-3	6	0	-2	-0.6	-3.5	1.8	19
O=c1[nH]c2cc3c(cc2cc1CN(Cc1nnnn1CC1CCCO1)C1CCCC1)OCO3 (stereo not given)
→ -1	0.4	-1	3	-5	1	-8	0.0	-0.1	1.4	3
CCCC(=O)C1=C(O)C(C(=O)OC)C(C)(C)CC1=N (stereo not given)
→ 0	0.4	-2	-12	9	-3	3	0.8	3.8	0.1	5
Cc1cc(N/C=C\c2nnnn2-c2ccccc2)no1
→ -3	-0.4	-5	6	-11	-8	-8	-1.5	0.3	2.4	17
CN(c1ccccc1)S(=O)(=O)c1cccc(C(=O)NCCc2c[nH]c3ccccc23)c1
→ 2	-0.2	27*	-11	251	-7	6	0.9	-0.6	0.4	-73
COc1ccc(C(=O)NC(=S)NCCO)cc1Br
→ -1	1.0	-3	-5	155	-3	3	-3.9	3.2	0.2	-26
C=CCOC(=O)CCC(=O)Nc1cc(OC)nc(OC)n1
→ 1	-0.5	-3	1	-20	0	1	-1.2	-0.4	3.9	-16
CCCOc1ccc(N2C(=O)CC(NNC(=O)c3ccc(COc4ccccc4)o3)C2=O)cc1 (stereo not given)
→ -1	-2.5	3	-1	-6	1	-6	-1.2	2.5	3.0	26
O=C(Cc1ccsc1)NNC(=O)c1ccccc1O
→ 4	0.4	5	-5	-4	3	-12	0.9	1.6	5.1	10
CCC(C)NC(=O)CSC1=Nc2ccccc2C2=NC(CC(=O)NCc3ccccc3)C(=O)N12 (stereo not given)
→ -1	0.2	-1	-6	117	-2	-5	0.4	1.3	2.4	2
CCn1c(Cc2ccccc2)nnc1SCC(=O)Nc1nnc(-c2ccccc2)s1
→ 2	-2.6	8	1	-16	-5	15	-2.6	-1.3	1.5	-18
CC1(C)CC(=O)C(=CN2CCOCC2)C(=O)C1
→ 0	-0.2	-1	4	-4	-3	-5	-0.8	2.9	4.4	2
Cc1ccc(C)c(OCCC(=O)OCC(=O)N2CCN(c3ccccc3)CC2)c1
→ -8	-1.6	0	1	-19	5	-2	0.2	2.4	-1.2	-13
Cc1[nH]n2c(=O)c3c(nc2c1-c1ccc(F)cc1)CCCC3
→ .	-0.1	.	.	16	.	2	-0.6	0.3	3.4	.
CC(=O)Nc1cccc(NC(=O)COc2ccc3c(c2)CCC3)c1
→ -2	0.0	1	-1	-3	-13	-13	-0.7	3.5	3.4	-4
O=C(O)CSc1nnc(-c2ccncc2)n1Cc1ccccc1
→ 3	-0.4	4	-14	-4	-15	4	-0.8	-0.1	-2.6	-10
COc1cccc(CN2CC(C(=O)NCCOc3ccccc3)CCC2=O)c1 (stereo not given)
→ -1	1.3	4	8	428	5	-2	0.9	1.9	2.2	11
COc1ccccc1-c1cc2nc(C)c(CCC(=O)NCc3ccc(F)cc3)c(C)n2n1
→ 0	1.4	3	-5	184	-5	-7	1.0	0.2	2.4	-8
COc1ccc(/C=C2\SC(=O)N(CC(=O)NCCCn3ccnc3)C2=O)cc1
→ -1	.	-1	-6	-8	-12	-7	0.4	-0.8	-0.6	-9
CSc1ccc(CNC(=O)c2ccc(NC(=O)C3=CSCCO3)cc2)cc1
→ 0	.	0	12	28	11	-1	-1.9	2.5	-1.3	1
CCOC(=O)C1=CN(Cc2cccc(-c3cccnc3)c2)S(=O)(=O)N(CC)C1C (stereo not given)
→ -3	-0.3	0	2	.	-2	9	1.1	-0.1	1.5	0
O=C(NCCc1ccccc1F)C1CCC(=O)N(Cc2ccc(Cl)cc2)C1 (stereo not given)
→ 1	0.8	-1	-4	.	-8	-2	1.0	6.4	0.8	22
Fc1ccccc1CNc1ncnc2sccc12
→ -4	11	6	5	-14	-7	-1	1.1	0.7	1.8	-14
COc1cc(C(Nc2ccc3c(c2)OCO3)C(=O)NC2CCCCC2)cc(OC)c1OC (stereo not given)
→ 0	-1.3	2	-2	992	-8	2	-2.1	-2.9	2.2	15
